Screening data from PubChem BioAssay.
PV pol inh = poliovirus RNA polymerase inhibition; P03300; poliovirus polymerase elongation, fluorescence polarization; hits give low values; % elongation, % (compound at 16.7 µg/mL); 150,000 compounds, 0.66% hits; in the data active means % elongation below about 90%; further: some results filed as inactive read as strong as hits
Target sequence (P03300 1749-2209 limits assumed): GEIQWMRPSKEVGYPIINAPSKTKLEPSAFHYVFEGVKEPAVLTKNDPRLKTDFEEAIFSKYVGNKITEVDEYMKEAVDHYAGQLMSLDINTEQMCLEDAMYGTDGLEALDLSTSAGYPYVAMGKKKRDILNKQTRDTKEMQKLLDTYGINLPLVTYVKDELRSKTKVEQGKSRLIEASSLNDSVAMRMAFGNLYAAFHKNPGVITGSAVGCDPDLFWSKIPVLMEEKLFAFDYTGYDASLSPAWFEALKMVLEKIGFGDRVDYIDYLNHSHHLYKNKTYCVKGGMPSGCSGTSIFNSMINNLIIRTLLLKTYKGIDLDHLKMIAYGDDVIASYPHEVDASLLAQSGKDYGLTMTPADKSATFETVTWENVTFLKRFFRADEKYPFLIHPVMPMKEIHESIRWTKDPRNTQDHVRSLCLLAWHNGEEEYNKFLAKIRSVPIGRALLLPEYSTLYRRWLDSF
PV pol inh FP z-score = also measured in PV pol inh; calls as there; z-score; measured here: FP z-score; hits read low
Starred values were filed as active, the others as inactive; & = joins results of further samples. This is a subset (hit frequency here may not be typical).

The opening 21 compounds, to show the layout:
SMILES	PV pol inh	PV pol inh FP z-score
CN(Cc1ccccc1)c1ncnc2c1nnn2C	101.0	-1.4
Nc1cc(=O)[nH]c(SCC(=O)Nc2cccc(C(F)(F)F)c2)n1	102.0	0.2
O=C(Cc1c[nH]c2ccccc12)NCc1ccccc1	103.0	0.4
CCCN1CCN(C(=O)Cn2c(-c3cccs3)cc3ccccc32)CC1	111.0	0.2
CCc1cc2c(cc3c(=O)n(CC(=O)NC4CCC(C)CC4)nc(CC)n32)s1 (stereo not given)	109.0	0.8
O=C1/C(=C/C2CC=CCC2)SC(=S)N1CC1CCCO1 (stereo not given)	101.0	-0.1
CCc1ccc(C(=O)Nc2ccc(Br)cn2)cc1	99.0	-0.4
CCN1/C(=C2/SC(=S)N(C)C2=O)C=Cc2ccccc21	101.0	0.2
CCC(CC)C(=O)Nc1ccc(S(=O)(=O)N2CCC(c3nc4ccccc4s3)CC2)cc1	112.0	0.9
COc1ccc(CNc2nc(SCc3ccccc3Cl)nc3ccccc23)cc1	107.0	0.3
Fc1ccc(Nc2ncnc3onc(-c4cccc(Cl)c4)c23)c(F)c1	104.0	-0.8
O=C(CSc1ccc2ccccc2c1)NCCCN1CCCC1=O	103.0	0.5
O=C(N/N=C1\CC(=O)c2ccccc21)c1ccc2c(c1)OCO2	89.0	-2.2
O=C(NCCC1=CCCCC1)C1CCN(C(=O)Cc2ccccc2)CC1	103.0	0.4
O=C(NC1CCCC1)c1noc2c1CCCCC2	100.0	-0.2
CCOC(=O)c1cc(C)n(CC(=O)O)c1C	96.0	-1
CCc1ccc(N2CCn3c2nc2c3c(=O)n(CCCc3ccccc3)c(=O)n2C)cc1	103.0	-0.8
CC(C)C(=O)Nc1cccc(C(=O)Nc2ccccc2)c1	100.0	-0.1
CSc1ccc(CCNC(=O)Cn2ncn3c(cc4ccccc43)c2=O)cc1	111.0	1.6
CCN(CC)CC(=O)Nc1c(C)cccc1C	100.0&98.0&99.0&100.0	-0.3&-0.5&-0.2&0
O=C1CCCN2N=C(SCC(=O)Nc3cccc4ccccc34)SC2=N1	100.0	-0.6

The listing, from the first entry:
SMILES	PV pol inh	PV pol inh FP z-score
CN(Cc1ccccc1)c1ncnc2c1nnn2C	101.0	-1.4
Nc1cc(=O)[nH]c(SCC(=O)Nc2cccc(C(F)(F)F)c2)n1	102.0	0.2
O=C(Cc1c[nH]c2ccccc12)NCc1ccccc1	103.0	0.4
CCCN1CCN(C(=O)Cn2c(-c3cccs3)cc3ccccc32)CC1	111.0	0.2
CCc1cc2c(cc3c(=O)n(CC(=O)NC4CCC(C)CC4)nc(CC)n32)s1 (stereo not given)	109.0	0.8
O=C1/C(=C/C2CC=CCC2)SC(=S)N1CC1CCCO1 (stereo not given)	101.0	-0.1
CCc1ccc(C(=O)Nc2ccc(Br)cn2)cc1	99.0	-0.4
CCN1/C(=C2/SC(=S)N(C)C2=O)C=Cc2ccccc21	101.0	0.2
CCC(CC)C(=O)Nc1ccc(S(=O)(=O)N2CCC(c3nc4ccccc4s3)CC2)cc1	112.0	0.9
COc1ccc(CNc2nc(SCc3ccccc3Cl)nc3ccccc23)cc1	107.0	0.3
Fc1ccc(Nc2ncnc3onc(-c4cccc(Cl)c4)c23)c(F)c1	104.0	-0.8
O=C(CSc1ccc2ccccc2c1)NCCCN1CCCC1=O	103.0	0.5
O=C(N/N=C1\CC(=O)c2ccccc21)c1ccc2c(c1)OCO2	89.0	-2.2
O=C(NCCC1=CCCCC1)C1CCN(C(=O)Cc2ccccc2)CC1	103.0	0.4
O=C(NC1CCCC1)c1noc2c1CCCCC2	100.0	-0.2
CCOC(=O)c1cc(C)n(CC(=O)O)c1C	96.0	-1
CCc1ccc(N2CCn3c2nc2c3c(=O)n(CCCc3ccccc3)c(=O)n2C)cc1	103.0	-0.8
CC(C)C(=O)Nc1cccc(C(=O)Nc2ccccc2)c1	100.0	-0.1
CSc1ccc(CCNC(=O)Cn2ncn3c(cc4ccccc43)c2=O)cc1	111.0	1.6
CCN(CC)CC(=O)Nc1c(C)cccc1C	100.0&98.0&99.0&100.0	-0.3&-0.5&-0.2&0
O=C1CCCN2N=C(SCC(=O)Nc3cccc4ccccc34)SC2=N1	100.0	-0.6
CCN(CC)S(=O)(=O)c1ccc2c(c1)nc(CCC(=O)OCC(N)=O)n2C	105.0	0.2
Cc1ccc(S(=O)(=O)N(CC(=O)N2CCCCC2)C2CCCCC2)cc1	103.0	0.2
COc1ccc(CNC(=O)COC(=O)CC2CCCC2)cc1	104.0	1
CC1CN(CCC(=O)Nc2ccc3c(c2)OCO3)CC(C)O1 (stereo not given)	102.0	0.2
(list continues)
SMILES	PV pol inh	PV pol inh FP z-score
COc1ccc(-c2noc(CN(C3CCCCC3)S(=O)(=O)c3ccc(F)cc3)n2)cc1	106.0	0.7
COc1cc(OC)c(NC(=O)C2=C(C)C(=O)OC23CCCCCC3)cc1Cl	108.0	0.5
COc1ccc(CCNS(=O)(=O)c2ccc3c(c2)c(=O)n(C)c(=O)n3C)cc1OC	110.0	-0.6
COC(=O)c1cc(/C=C/C(=O)O)oc1C	99.0	-0.5
COc1ccc(CCN(C)Cn2c(=O)oc3ccccc32)cc1OC	102.0	-0.1
Cc1ccc(C)c(NC(=O)Cn2cccc2)c1	102.0	0.1
Cc1c(C(=O)N(Cc2ccc(N(C)C)cc2)CC2CCCO2)oc2ccc(Br)cc12 (stereo not given)	111.0	0.7
Oc1c(Cl)cc(Cl)cc1Sc1cc(Cl)cc(Cl)c1O	98.0	-0.5
CC(C)N(CCCNC(=O)Cn1ncc2c([nH]c3ccccc32)c1=O)Cc1ccccc1	105.0	-0.2
COC(=O)c1c(-c2cccs2)csc1NC(=O)COc1c(C)ccc(C)c1C	62.0*	-4.1*
CCCS(=O)(=O)c1nc(S(=O)(=O)c2ccc(C)cc2)c(NC)s1	102.0	-1.8
C#CCSc1nc2ccccc2c(=O)[nH]1	100.0	-0.3
CC1CCN(CC2CCN(C(=O)NCc3ccccc3)CC2)CC1	103.0	-0.4
NNc1c(O)c(C(=O)O)cc2ccccc12	107.0	1.7
CCN(CC)C(=N)/C(C#N)=N\Nc1ccc(C)cc1	99.0	-1
CCN(CC)S(=O)(=O)c1ccc2c(c1)N(CC(=O)N1CCN(c3cccc(OC)c3)CC1)C(=O)CO2	109.0	0.5
COc1cc2c(cc1NS(=O)(=O)c1cccc(C#N)c1)n(C)c(=O)n2C	106.0	0.1
CC1=C(C(=O)Nc2ccccc2C(=O)NCc2ccccn2)SCCO1	102.0	0.1
CN(C)S(=O)(=O)c1ccc(SCC(=O)NC(=O)NC2CCCC2)nc1	100.0	-0.1
c1cc2c(s1)CCNC2C1CC1 (stereo not given)	101.0	-0.1
c1ccc(Cn2c3ccccc3n3ncnc23)cc1	96.0	-3
COCc1cc(C)nc(N2CCOCC2)c1C#N	103.0	0.2
CC(Sc1nc(-c2ccccc2)c(C#N)c(=O)[nH]1)C(=O)Nc1ccc(F)cc1 (stereo not given)	100.0	-1.5
CC(=O)OCC1OC(OC(C)=O)C(O)C(OC(C)=O)C1OC(C)=O (stereo not given)	99.0	-0.5
N#Cc1nc(COc2ccccc2Cl)oc1NCCc1ccccc1	103.0	-0.1
New compounds follow:
SMILES	PV pol inh	PV pol inh FP z-score
CC(CCc1ccco1)NC(=O)c1cccc2c1C(=O)N(C1CCCCC1)C2 (stereo not given)	100.0	-0.8
COc1ccc(Cl)cc1N=C1NC(=O)CC(C(=O)Nc2ccccc2C(F)(F)F)S1 (stereo not given)	109.0	1
CC1=C/C(=N\Nc2ccc(C(F)(F)F)cn2)CC(C)(C)C1	105.0	0.7
COc1ccc(S(=O)(=O)N(CC(=O)Nc2cccnc2)c2ccc(Cl)cc2)cc1	104.0	-0.3
Cc1ccc(C)c(C(=O)N(CCC#N)Cc2cccnc2)c1	103.0	0.5
O=C1CC(c2nc3ccccc3n2CCCCOc2ccccc2)CN1c1ccccc1Cl (stereo not given)	109.0	0.4
O=C(O)COc1ncnc2ccccc12	104.0	0.5
COc1ccc(CNc2nc(-c3ccc(OC)cc3)no2)cc1	104.0	0.4
COc1cccc(C(=O)N2NC(=O)C=CC2=C(C#N)C#N)c1	103.0	0.1
CCC(C(=O)N1CCCC1)n1nc(C)c2sc3ccccc3c2c1=O (stereo not given)	102.0	-0.2
Cc1ccc(NCC(=O)N2CCN(c3ncccn3)CC2)cc1	99.0	-0.3
COCCOC(=O)c1c(C)oc2cc(Br)c(OC(=O)c3ccc(OC)c(OC)c3)cc12	102.0	-0.1
Cc1ccc(/C=C2\C(=O)N(c3ccccc3)c3ccccc32)o1	104.0	-0.1
COC(=O)c1cc(-c2ccccc2)n(C)c1C	107.0	2.8
CCn1c(=O)cc(N2CCN(c3ccccc3)CC2)[nH]c1=O	99.0	-0.8
O=C(O)C12C3CCCC1C32c1ccccc1 (stereo not given)	103.0	0.2
O=C(NCCCN1CCCC1=O)c1ccc2c(c1)NC(=O)c1ccccc1S2	106.0	2.3
CCOC(=O)CN1C(=O)S/C(=C/c2cc(C)n(-c3cc(C)ccn3)c2C)C1=O	103.0	0.5
Cc1ccc2c(CSc3nnc(C4CC4)n3N)cc(=O)oc2c1	101.0	-0.3
CCCC1c2ccsc2CCN1C(=S)NC (stereo not given)	103.0	0.6
CC(C)CC(C(N)=O)C1=NC(C)(C)Cc2ccccc21 (stereo not given)	96.0	-0.9
NC(=O)CSCC(=O)Nc1ccccc1	100.0	-0.3
Cc1ccccc1CNC(=O)C(=O)NCC(c1ccco1)S(=O)(=O)c1ccc(F)cc1 (stereo not given)	100.0	-1.5
O=C(CSc1nnc(Cc2ccccc2)n1Cc1ccccc1)Nc1nccs1	102.0	0.3
C=CCSc1ncc(C(=O)OCC)c(N)n1	104.0	0.6
New compounds follow
SMILES	PV pol inh	PV pol inh FP z-score
Cc1cc2c(cc1S(=O)(=O)NCc1ccc(N(C)C)cc1)OCC(=O)N2	101.0	-1.1
Cc1ccc(OC(=O)c2ccccc2)c(C(C)(C)C)c1	104.0	0.3
COC(=O)c1c(N)n(C)c2nc3ccccc3nc12	103.0	0.5
Cc1cc(C)c2c(=O)n(C(=O)c3cccs3)sc2n1	121.0	2.7
CCN1CCC[C@H]1CNC(=O)c1c(OC)ccc(Br)c1OC	99.0	-0.4
CN(C)c1cccc2c1c(NC(=O)Nc1ccccc1)nn2C	101.0	-0.2
N#Cc1cccc(NC(=O)CCNC(=O)c2ccccc2)c1	99.0	-0.4
Cc1ccc(S(=O)(=O)C2CS(=O)(=O)c3ccccc32)cc1 (stereo not given)	103.0	-0.1
COC(=O)c1sccc1S(=O)(=O)N(CC(=O)NCc1ccccc1)c1ccccc1	99.0	-1.7
CCCCOc1ccc(CNC(=O)Cn2ncn3c(cc4cc(F)ccc43)c2=O)cc1	107.0	0.2
O=S(=O)(NC12CC3CC(CC(C3)C1)C2)c1ccc2c(c1)OCCO2	105.0	0.5
CC1CCc2c(sc3ncnc(SCc4ccco4)c23)C1 (stereo not given)	97.0	-0.6
CCC1SC(=S)N(CC(=O)O)C1=O (stereo not given)	101.0	-0.2
CN(C)CC1CCCCC1OC(=O)c1cc2ccccc2o1 (stereo not given)	103.0	0.3
CCOC(=O)c1cc(C)n(CC2CCC(C(=O)Nc3ccccc3)CC2)c1C (stereo not given)	107.0	1
CC1(C)Cc2c(c(N3CCOCC3)nc3sc4c(Cl)nnnc4c23)CS1	102.0	-0.3
c1ccc(-n2c(SCC3CCCO3)nnc2-c2cccs2)cc1 (stereo not given)	107.0	0.6
Cc1c(C(N)=O)sc2ncn(Cc3ccccc3)c(=O)c12	100.0	-0.3
OC1(C(F)(F)F)CC(c2ccc3c(c2)CCO3)=NN1 (stereo not given)	103.0	0.4
O=C(CNCCc1ccc(Cl)cc1Cl)NCc1ccco1	101.0	-0.4
O=S(=O)(Cc1ccccc1)NCc1ccccn1	98.0	-0.9
Cn1c(CNC(=O)OC(C)(C)C)nnc1SCc1ccccc1	104.0	0.9
O=c1c(S(=O)(=O)c2ccccc2)cn(Cc2ccc(F)cc2)c2cc(N3CCOCC3)c(F)cc12	111.0	0.8
CCc1cc2c(=O)c(-c3nncn3-c3ccccc3)coc2cc1OCC(=O)O	105.0	0.4
Cc1ccc(C(=O)OCc2ccc(C#N)cc2)s1	102.0	0
Continuation:
SMILES	PV pol inh	PV pol inh FP z-score
C#CC(C)(CC)NC(=O)c1cnn2c(C(F)F)cc(-c3ccccc3OC)nc12 (stereo not given)	101.0	-0.3
O=C(COc1ncnc2sccc12)NCC1CCCO1 (stereo not given)	102.0	0.1
O=C(c1ccc(Cl)cc1)N1CCCCC(Sc2nnnn2Cc2cccs2)C1=O (stereo not given)	106.0	0.4
CC(C)(C)OC(=O)N1CCC(c2nc(-c3ccc(Cl)s3)cs2)CC1	104.0	0.2
CCOC(=O)COc1ccc(=O)n(-c2ccccc2)n1	103.0	0.3
O=C(c1ccc2c(c1)OCCCO2)c1ccc2ccccc2c1	102.0	-0.2
COc1ccccc1CNC(=O)CN1C(=O)CSc2ccc(S(=O)(=O)N(C)C)cc21	106.0	0
Cc1ccc(N2C(=O)NC(=O)/C(=C\c3ccccc3)C2=O)cc1	100.0	-0.4
CC(C)(O)[C@@H]1[C@H]2OC(=O)[C@@H]1[C@]1(O)C[C@H]3O[C@]34C(=O)O[C@H]2[C@]14C	101.0	0.2
O=C(NCc1ccc2c(c1)CCN2C(=O)c1ccncc1)c1ccc(Cl)cc1	108.0	0.2
Cc1nnc(SCc2ccc(F)cc2)s1	104.0	0.3
NC(=O)N/N=C/c1ccc([N+](=O)[O-])o1	101.0&98.0	0.2&-0.5
Cc1ccc(-c2cc(C(F)(F)F)n3ncc(-c4ccccc4)c3n2)cc1	108.0	0.7
O=S1(=O)CCC(N2CCOCC2)C1 (stereo not given)	104.0	0.2
O=C(CSc1ncnc2c1nnn2-c1ccc(F)cc1)NC1CCCCC1	101.0	0.5
Cc1ccc(-c2cn3c(n2)sc2cc(C(=O)NCCCc4ccccc4)ccc23)c(C)c1	109.0	0.7
CCN(CC)c1ccc(-n2nc3cc(C)c(NC(C)=O)cc3n2)cc1	102.0	0
O=C(CCC1N=C2c3ccccc3N=C(SCc3ccc(Cl)cc3)N2C1=O)NCCc1ccccc1 (stereo not given)	105.0	-0.1
CSc1nnc(-c2ccccc2)n1/N=C/c1cn[nH]c1-c1ccccc1	104.0	0.9
Cc1c(C(=O)Nc2cccc(C(F)(F)F)c2)sc2nc[nH]c(=O)c12	101.0	-1.5
O=C1C=C(NCc2ccccc2)CCC1	102.0	0
